hIAP activ – human IAP activators, primary screen, biochemical, luminescence, uHTS; Intestinal-type alkaline phosphatase (Homo sapiens), P09923; purified human IAP, CDP-Star luminescence, 30 min; stronger effect = higher value; 1 = vehicle-only enzyme, 0 = enzyme-free background; activation factor at 10 µM; hit rate 0.16% among 330,000; AID 2524, 2010;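 active = activation factor of the enzyme at least 2-fold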; also: the source names both 10 and 20 µM as test concentration; values of inactives mirror those of a sister screen read the other way
Target sequence (P09923 whole entry, looked up): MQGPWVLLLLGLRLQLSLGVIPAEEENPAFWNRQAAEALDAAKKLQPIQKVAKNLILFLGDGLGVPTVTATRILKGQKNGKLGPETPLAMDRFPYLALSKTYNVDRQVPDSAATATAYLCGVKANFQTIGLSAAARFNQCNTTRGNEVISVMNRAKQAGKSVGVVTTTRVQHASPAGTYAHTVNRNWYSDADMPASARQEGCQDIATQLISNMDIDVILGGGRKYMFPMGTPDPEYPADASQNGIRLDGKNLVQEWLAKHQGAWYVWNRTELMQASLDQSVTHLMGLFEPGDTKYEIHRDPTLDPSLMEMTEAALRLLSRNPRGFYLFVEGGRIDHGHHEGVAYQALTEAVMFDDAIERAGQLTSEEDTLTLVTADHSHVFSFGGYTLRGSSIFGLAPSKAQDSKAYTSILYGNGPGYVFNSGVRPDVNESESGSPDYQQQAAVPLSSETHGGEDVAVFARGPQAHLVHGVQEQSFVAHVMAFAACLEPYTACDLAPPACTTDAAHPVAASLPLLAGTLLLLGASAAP
hIAP inh – human IAP inhibitors, primary screen, biochemical, luminescence, uHTS; inhibition, % at 10 µM; Intestinal-type alkaline phosphatase (Homo sapiens), P09923; purified IAP, CDP-Star luminescence, 30 min; AID 2544, 2010; hit rate 0.12% among 330,000;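 active = inhibition reaching a set limit with compound at 10 µM in the primary screen, cut at about 35% in these data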;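 also: plate controls were DMSO wells with enzyme for no effect and no-enzyme buffer wells for full effect; values of inactives mirror those of a sister screen read the other way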
MIN6 prolif – inducers of MIN6 beta-cell proliferation, primary screen, ATP luminescence, uHTS; proliferation, % at 10 µM; AID 2380, 2010; hit rate 0.29% among 330,000; MIN6 cells proliferation, ATPlite luminescence, 48 h; cells starved in 0.2% serum; 100% = growth in 10% serum;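 active = compounds whose signal lies at least 3.5 SD above the mean of all wells on their plate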;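 also: 0% = DMSO-treated cells in low-serum medium and 100% = 10% serum control; some compounds called inactive have numbers as strong as hits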
APOBEC3G inh – APOBEC3G DNA deaminase inhibitors, primary screen, biochemical, fluorescence, single-stranded DNA substrate, uHTS. inhibition, % at 20 µM. hit rate 0.28% among 330,000. recombinant A3G, ssDNA deamination FAM/TAMRA fluorescence;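 active = inhibition of at least 40% at 20 µM, with no more than 30% in the related APOBEC3A deaminase screen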;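 also: plate controls were DMSO wells with A3G for no effect and wells lacking A3G enzyme for full effect; some compounds called inactive have numbers as strong as hits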
Target sequence (Q9HC16 whole entry, looked up): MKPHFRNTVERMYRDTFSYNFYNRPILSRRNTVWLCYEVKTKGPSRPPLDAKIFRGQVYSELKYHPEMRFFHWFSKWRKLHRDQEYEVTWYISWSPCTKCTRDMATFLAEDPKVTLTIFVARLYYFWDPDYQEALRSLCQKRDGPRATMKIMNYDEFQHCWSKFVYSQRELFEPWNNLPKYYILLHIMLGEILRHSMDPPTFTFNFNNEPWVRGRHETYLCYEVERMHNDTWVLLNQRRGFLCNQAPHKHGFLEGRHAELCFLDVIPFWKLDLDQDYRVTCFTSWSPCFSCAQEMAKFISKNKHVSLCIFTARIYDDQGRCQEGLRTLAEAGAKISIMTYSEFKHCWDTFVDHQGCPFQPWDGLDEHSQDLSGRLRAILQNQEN
NALP3 yeast inh – NALP3 inflammasome inhibitors in reconstituted yeast, primary screen, luminescence, uHTS. hit rate 0.39% among 330,000. inhibition, % at 10 µM. Yeast reconstituted NLRP3/ASC/caspase-1, beta-gal luminescence, 24 h;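 active = inhibition of 50% or more; inactive = inhibition below 50%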;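 also: plate controls were induced DMSO wells for no effect and uninduced yeast grown without galactose for full effect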
A3A deaminase – APOBEC3A ssDNA deaminase inhibitors, primary screen, selectivity assay for APOBEC3G inhibitor project, biochemical, FAM/TAMRA oligo cleavage fluorescence. DNA dC->dU-editing enzyme APOBEC-3A (Homo sapiens), P31941. hit rate 0.41% among 330,000. AID 493011, 2011. recombinant A3A, FAM/TAMRA ssDNA deamination fluorescence. inhibition, % at 20 µM;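 active = at least 40% inhibition at 20 µM here, with at most 30% in a related deaminase screen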;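 also: plate controls were A3A with DMSO for no effect and wells lacking A3A enzyme for full effect; some results filed as inactive read as strong as hits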
Target sequence (P31941 whole entry, looked up): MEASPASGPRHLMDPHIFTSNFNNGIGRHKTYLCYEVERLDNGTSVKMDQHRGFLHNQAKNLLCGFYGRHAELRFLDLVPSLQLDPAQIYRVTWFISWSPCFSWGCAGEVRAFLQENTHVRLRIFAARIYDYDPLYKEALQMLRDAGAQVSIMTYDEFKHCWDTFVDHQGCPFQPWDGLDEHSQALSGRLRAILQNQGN
mIAP activ – activators of mouse IAP, primary screen, biochemical, luminescence, uHTS; activation factor at 10 µM; muIAP, CDP-Star luminescence, 30 min; stronger effect = higher value; 1 = vehicle-only enzyme signal, 0 = enzyme-free wells; hit rate 0.24% among 330,000; AID 2805, 2010;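 active = activation factor of at least 2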; also: the source names both 10 and 20 µM as test concentration; values of inactives mirror those of a sister screen read the other way
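System: mouse IAP enzyme. Reagent: CDP-Star chemiluminescent phosphatase substrate. Benchmarks: DMSO wells, no-enzyme wells. Times: 30 min enzyme-substrate-compound incubation at room temperature. Detection: luminescence from enzymatic CDP-Star hydrolysis. Doses: test compounds delivered from DMSO solution.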
mIAP inh – inhibitors of mouse IAP, primary screen, biochemical, luminescence, uHTS. inhibition, % at 10 µM. hit rate 0.2% among 330,000. AID 2806, 2010. purified mouse IAP, CDP-Star luminescence, 30 min;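 active = inhibition of at least 40% at 10 µM in the primary screen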;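 also: plate controls were DMSO with enzyme for no effect and no enzyme wells for full effect; values of inactives mirror those of a sister screen read the other way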
SENP1 FRET inh – human SENP1 catalytic domain inhibitors, primary screen, biochemical, FRET, uHTS; Sentrin-specific protease 1 (Homo sapiens), Q9P0U3; recombinant SENP1 catalytic domain, CyPet-SUMO1-YPet FRET cleavage; inhibition, % at 10 µM; hit rate 0.21% among 360,000;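 active = inhibition at least 30% at 10 µM, raw YFP signal under a set limit, fluorescence ratio 0.5 to 1.5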;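 also: 0% = enzyme with DMSO and 100% = no enzyme wells; some results filed as inactive read as strong as hits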
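Controls: no-enzyme wells low, DMSO-plus-enzyme wells high control. Test system: human recombinant His6-tagged SENP1 catalytic domain enzyme. Reagent: SFCypet-SUMO1-SFYpet FRET protein substrate, 25 nM final. Doses: one dose per compound, 10 µM, 0.5% DMSO. Detection: FRET, CFP and YFP emission. Timing: 50 min reaction at room temperature.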
* = called active by the depositor; nt = not tested or not shown; & = joins results of further samples. Not all compounds are listed (hit frequency here may not be typical).

SMILES	hIAP activ	hIAP inh	MIN6 prolif	APOBEC3G inh	NALP3 yeast inh	A3A deaminase	mIAP activ	mIAP inh	SENP1 FRET inh
CCC(C)OC(=O)C1=C(C)OC23OC(N)=C(C#N)C12C(=O)c1ccccc13 (configuration not stated)	1.1	-8	-3	-4	6	-13	0.87	13	8
COc1ccc(C(=O)NCCN2CCN(C(=O)c3ccc(OC)cc3)CC2)cc1	0.8	20	-2	-3	7	0	0.99	1	0
OCCCCC#Cc1c(-c2ccsc2)sc2ccccc12	0.93	7	-7	-6	16	5	1	-1	1
CCOC(=O)N1CCN(C(=O)CNC(=O)c2ccc(Br)o2)CC1	1.1	-6	1	-5	23	-4	1	-2	-1
CCCCCCn1cc(C(=O)O)c(=O)c2ccccc21	1.1	-10	-1	1	15	3	0.98	2	-1
CC(OC(=O)COc1ccccc1)C(=O)NC1CCCC1 (configuration not stated)	1.1	-6	-3	10	26	-1	1.1	-12	4
COc1ccc(-n2c(SCC(=O)N3CCOCC3)nc(O)cc2=O)cc1	0.91	10	-2	-9	17	3	0.93	7	0
CCc1ccc2c(c1)cc(CN(C(=S)Nc1cccc(C)c1)C1CC1)c1nnnn12	1	-3	-3	-7	3	-8	1	0	3
CCN1CCN(c2ccc(NC(=O)Cc3ccccc3)cc2)CC1	0.96	4	2	-3	-2	-3	0.96	4	-2
COc1ccc(NS(=O)(=O)c2ccc3c(c2)NC(=O)CCS3)cc1Cl	0.82	18	4	-2	3	0	0.96	4	0
COc1ccc(CN2CC(=O)N(c3ccc(C)c(C)c3)C2=S)cc1OC	1.1	-5	-7	-7	9	-7	1.1	-9	0
O=C(C1CC1)N1N=C2CCCCC2C1(O)C(F)(F)F (configuration not stated)	1.1	-6	5	-10	25	1	1.1	-10	2
COc1ccc(C(=O)C2CCCN(Cc3cccn3-c3ccccn3)C2)cc1F (configuration not stated)	1	-1	-4	-8	-3	-4	1.1	-10	1
COc1ccc(NC(=O)CC2C(=O)N(Cc3cccs3)C(=S)N2C(C)C)cc1 (configuration not stated)	0.73	27	-2	-4	-10	-2	1	-3	0
Oc1c(C(c2ccccc2Cl)N2CCCC2)ccc2cccnc12 (configuration not stated)	1.1	-8	-7	-4	24	5	1	-1	-4
CCC(Sc1nc2ccccc2c(=O)[nH]1)C(=O)O (configuration not stated)	0.89	11	-1	-5	1	-4	0.95	5	3
COc1cc(NC(=O)CCC(=O)Nc2ccc3nc(N4CCOCC4)cc(C)c3c2)cc(OC)c1OC	1	0	0	-10	1	-3	1.1	-8	-2
Cc1nc2ccccc2nc1CSc1nncs1	1.2	-19	-4	-3	27	-6	1.1	-12	0
COc1ccc(OC)c(C2CC(c3ccccc3)=NN2C(=S)Nc2ccccc2)c1 (configuration not stated)	0.89	11	-2	-13	18	-5	0.98	2	2
CC(=O)Oc1ccc(-c2csc(Nc3ccc(S(N)(=O)=O)cc3)n2)cc1	1	0	1	-11	19	0	0.94	6	-3
Cc1cccc(NC(=O)CSCc2cc(=O)n3ccsc3n2)c1C	1.1	-15	3	-3	12	-3	0.93	7	3
COc1ccc(N2CCN(C(=O)C3CCN(C(=O)c4ccc([N+](=O)[O-])cc4)CC3)CC2)cc1	0.92	8	0	-1	-7	-4	0.99	1	1
O=c1[nH]cnc2c1sc(=S)n2-c1ccccc1	1.1	-8	-2	-4	8	1	0.98	2	1
O=C(Cc1c(F)cccc1Cl)NCCc1c[nH]c2ccccc12	1.1	-14	-2	-8	-6	-3	1.1	-5	0
O=C(COc1ccc(Cl)cc1)N1CCN(S(=O)(=O)c2ccc(Cl)cc2)CC1	0.94	6	-2	-2	17	1	1	0	-2
COc1ccc(C2C(C(=O)OCC(=O)Nc3ccc(C)cc3)CCC(=O)N2c2ccc(OC)cc2)cc1 (configuration not stated)	1.3	-31	-2	-7	10	-4	1.1	-13	0
O=C(CN1CCCC1)Nc1ccc(NC(=O)Nc2ccccc2)cc1	1.1	-8	-4	-5	16	-16	1.3	-25	2
O=C(CSc1ncn[nH]1)N1CCN(c2nnc(-c3ccccc3)c3ccccc23)CC1	1.1	-8	-1	-4	4	-3	0.99	1	2
Cc1ccc(CN(c2ccc(C(=O)NCC3CCCO3)cc2)S(C)(=O)=O)cc1 (configuration not stated)	0.96	4	-1	-14	8	-1	0.95	5	0
CSc1ccccc1NC(=O)Nc1cccc(F)c1	1	-4	-3	-2	2	-1	1.4	-40	1
CC(=O)c1cccc(NC(=O)CN(C)S(=O)(=O)c2ccc3c(c2)CC(C)N3C(C)=O)c1 (configuration not stated)	1	-2	3	-10	4	-5	0.98	2	3
CCC1Nc2ncnc(N3CCCCC3)c2N(Cc2ccccc2)C1=O (configuration not stated)	0.97	3	2	-6	8	-4	0.94	6	-1
COc1ccccc1-c1nc(SCC(=O)N2CCOCC2)n[nH]1	1	-5	1	-7	0	-2	0.98	2	0
COC(=O)c1ccc(NC(=O)CCN2CCOCC2)cc1	0.85	15	-2	-2	11	-1	0.99	1	-1
Cc1ccc(C)c2[nH]c(=O)c(CN(CCN3CCOCC3)Cc3nnnn3CC3CCCO3)cc12 (configuration not stated)	0.94	6	-2	-3	13	0	1	-2	-9
Cc1cccc(OCC(O)Cn2ccnc2C)c1 (configuration not stated)	0.95	5	-4	-4	0	-5	0.94	6	1
CC(C)CN1CCC(=O)N(CCO)CC1	1.1	-8	-3	4	16	1	1.1	-5	0
O=c1oc2ccccc2c(Nc2ccccc2O)c1[N+](=O)[O-]	1.1	-5	-1	1	20	0	0.91	9	1
CCOc1ccc(N(CC(=O)NC2CC3CCC2C3)S(=O)(=O)c2ccccc2)cc1 (configuration not stated)	1.1	-6	0	-5	10	0	1.1	-8	-1
Cc1cc(NC(=O)c2ccc(Cl)cc2Cl)n(CCC#N)n1	1.1	-13	-2	-4	11	-1	1	-5	0
O=C(c1cccc(NS(=O)(=O)c2ccc(F)c(F)c2)c1)N1CCN(Cc2ccccc2)CC1	1	-2	0	3	-9	3	0.97	3	-2
COc1ccc(-n2nc(C(=O)NCC(=O)N3CCN(c4ccccc4)CC3)c3ccccc3c2=O)c(OC)c1	1.1	-11	-3	-7	19	-6	0.98	2	0
FC(F)Sc1ccc(-n2cc(-c3ccccc3)[n+]3c2CCC3)cc1	0.84	16	-3	-3	6	-4	0.95	5	0
CCNC(=S)NNC(=O)Cn1c(=O)c2c(ncn2CCOC)n(Cc2ccccc2)c1=O	1.8	-76	-1	-10	9	-3	0.94	6	0
CC(C)CCOP(=O)(c1ccc(N(C)C)cc1)C(O)c1ccc(Cl)cc1Cl (configuration not stated)	1.1	-7	-7	2	-21	1	1.1	-9	1
CCn1c(N)[n+](CC(=O)Nc2ccc(SC(F)F)cc2)c2ccccc21	1.2	-15	-5	-4	18	2	1	-2	-1
Cn1cnnc1SCC(=O)Nc1ncc(C(F)(F)F)cc1Cl	0.94	6	-3	-6	-2	4	1.1	-6	0
CC(=O)NC(=S)Nc1ccc(NC(=O)COc2ccc(Cl)cc2Cl)cc1	0.98	2	-1	-3	5	-2	0.98	2	0
O=C(/C=N/O)NCCN1CCCCC1	1	-1	-2	-4	12	-2	1	-1	0
Cc1nn(C)c(Cl)c1/C=C/C(=O)O	0.78	22	0	-2	19	1	0.91	10	0
Oc1ccc(NC(=S)Nc2ccccc2)cc1	1.1&0.84	-6&16	-1&-3	-2&-10	22&5	1&-4	0.9&0.9	10&10	4&-2
CC(=O)NC(Cc1cccc(F)c1)C(=O)NC1CCN(C(=O)Nc2ccccc2)CC1 (configuration not stated)	0.89	11	0	-6	-11	1	0.97	3	1
CN(C)CC(=O)Nc1ccc(Oc2ccc(Cl)cc2)cc1	0.94	6	-4	-3	14	0	0.97	3	2
O=C(c1ccccc1-c1nc2ccccc2[nH]1)N1CCOCC1	0.79	21	-2	-9	3	-6	1.2	-17	2
CCC(C)(C)NC(=O)C(c1sccc1C)N(Cc1ccco1)C(=O)c1csnn1 (configuration not stated)	0.92	8	0	-12	-7	-4	0.94	6	1
Cc1ccccc1-n1c(SCC(=O)NCC2CCCO2)nnc1-c1ccncc1 (configuration not stated)	0.89	11	-2	-3	6	-1	1	-4	0
Cc1nc(S/C(=C/c2ccc(-c3ccc(Cl)cc3)o2)C(=O)O)n[nH]1	2.2*	-120	-6	1	20	4	0.92	8	-15
O=C1NC2=C(C(=O)OC2)C(c2ccc(OC(F)(F)F)cc2)N1 (configuration not stated)	1	0	-3	-6	8	-1	0.99	1	-1
CCOC(=O)C1=CN(Cc2ccco2)S(=O)(=O)NC1c1ccc(C(F)(F)F)cc1 (configuration not stated)	nt	nt	nt	5	nt	3	1	-4	-4
COc1ccccc1NC(=O)NCC(=O)Nc1ccc(F)c(F)c1	0.99	1	0	-3	1	2	1.1	-10	0
(cont.)
SMILES	hIAP activ	hIAP inh	MIN6 prolif	APOBEC3G inh	NALP3 yeast inh	A3A deaminase	mIAP activ	mIAP inh	SENP1 FRET inh
O=C(NC1CC1)C1=C[C@@H](c2ccc(Br)cc2)C[C@@H](OCc2ccc(CO)cc2)O1	1	-3	-4	-9	14	-1	1	-1	-1
O=C1CC(c2ccc(OCCCCCOc3ccc(C4CC(=O)NC4=O)cc3)cc2)C(=O)N1 (configuration not stated)	1.4	-38	5	1	27	-3	1	-3	-6
COCCCn1cc(C(=O)c2cc(OC)ccc2OCC(=O)N2CCCCC2C)cc(C#N)c1=O (configuration not stated)	1.1	-8	3	-1	2	1	0.98	2	-11
COc1ccccc1CNC(=O)CCn1c(=O)sc2ccccc21	1	-3	-4	-10	16	-5	1.1	-9	-1
CC(C)Sc1nc(SCC(=O)NCc2ccco2)c2c3c(sc2n1)COC(C)(C)C3	0.89	11	-3	-5	19	6	0.95	5	-1
CCCCCOC(=O)C1=C(C)NC(=O)NC1c1ccc([N+](=O)[O-])cc1 (configuration not stated)	1.1	-6	-1	-5	18	-8	0.98	2	0
COc1ccc(S(=O)(=O)Nc2cccc(C)n2)c2ccccc12	1	-3	-1	-9	2	-3	0.99	1	0

Compound profiles, as listed above. Screens in order: hIAP activ | hIAP inh | MIN6 prolif | APOBEC3G inh | NALP3 yeast inh | A3A deaminase | mIAP activ | mIAP inh | SENP1 FRET inh
O=C(NC1CC1)C1=C[C@@H](c2ccc(Br)cc2)C[C@@H](OCc2ccc(CO)cc2)O1 is listed as 1 | -3 | -4 | -9 | 14 | -1 | 1 | -1 | -1
COc1ccc(C(=O)NCCN2CCN(C(=O)c3ccc(OC)cc3)CC2)cc1 is listed as 0.8 | 20 | -2 | -3 | 7 | 0 | 0.99 | 1 | 0
